LDHA inh = LDHA (human) enzyme inhibition; P00338; purified LDHA, NADH/diaphorase-resazurin fluorescence; hits give low values; activity change, % (values are at about 110 or 230 µM); 0.15% of 480,000 active; in the data active = activity change below about -30%; inconclusive = mostly about -25% to -30%;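 also: plate controls were DMSO wells for no effect and wells without enzyme for full effect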
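Human LDH5 at 2 nM final in Tris HCl pH 7.4 with 0.06 mM NADH and 0.2 mM pyruvate, reacted 5 minutes at room temperature. Remaining NADH coupled via diaphorase/resazurin; resorufin fluorescence read at 0 and 20 minutes, normalized to enzyme-free and DMSO wells.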
12-LOX inh = blocks human arachidonate 12S-lipoxygenase. purified 12hLO, xylenol orange hydroperoxide absorbance. Potency, µM (top dose mostly 108 µM), without a hit: top-dose activity change, negative = inhibition, actives largely listed as inhibitors. P18054. AID 1671190. 1.1% of 580,000 active; also: potency is read from the fitted curve at half-maximal effect; % is scaled to controls: 0 for no effect and ±100 for the full control effect
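Purified human 12hLO at 150 nM in 25 mM Hepes, 0.01% Triton X-100, pH 7.0, preincubated 15 min at room temperature with compound. Reaction started with 40 uM arachidonic acid, 30 min at room temperature. Hydroperoxide measured by Fe-xylenol orange, 573/405 nm absorbance ratio.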
POLH inh = DNA polymerase eta (human) inhibition. recombinant Pol eta, fluorescent DNA replication assay. Potency, µM (series often up to 114 µM), for inactives: at the highest dose activity change, negative = inhibition, actives largely listed as inhibitors. 1.2% of 390,000 active; also: potency is read from the fitted curve at half-maximal effect; % is scaled to controls: 0 for no effect and ±100 for the full control effect
Target sequence (Q9Y253 whole entry, looked up): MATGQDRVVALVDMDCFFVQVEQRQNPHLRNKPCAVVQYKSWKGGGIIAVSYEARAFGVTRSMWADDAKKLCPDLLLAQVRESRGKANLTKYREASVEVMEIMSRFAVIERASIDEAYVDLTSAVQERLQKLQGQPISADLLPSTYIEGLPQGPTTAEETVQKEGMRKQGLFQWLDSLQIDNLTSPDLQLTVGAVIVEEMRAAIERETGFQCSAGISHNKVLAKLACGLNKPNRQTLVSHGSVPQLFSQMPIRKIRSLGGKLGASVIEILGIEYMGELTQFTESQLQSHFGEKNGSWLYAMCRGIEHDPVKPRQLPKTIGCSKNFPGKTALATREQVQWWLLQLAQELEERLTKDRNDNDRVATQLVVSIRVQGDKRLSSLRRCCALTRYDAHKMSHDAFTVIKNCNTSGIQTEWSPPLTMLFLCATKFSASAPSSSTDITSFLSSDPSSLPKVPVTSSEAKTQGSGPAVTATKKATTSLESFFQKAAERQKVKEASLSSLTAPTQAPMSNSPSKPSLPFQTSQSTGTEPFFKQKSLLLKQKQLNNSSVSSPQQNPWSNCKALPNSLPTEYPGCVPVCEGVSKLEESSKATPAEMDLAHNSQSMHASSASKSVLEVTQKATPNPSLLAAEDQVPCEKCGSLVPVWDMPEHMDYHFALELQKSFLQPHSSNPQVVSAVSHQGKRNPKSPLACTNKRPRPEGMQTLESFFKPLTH
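Pol eta (10 nM) was preincubated with compounds for 15 min at room temperature, after which fluorescent replication substrate (50 nM final) was added to start the reaction. Fluorescence was read kinetically at 0 and 10 min.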
Pol kappa inh = blocks human DNA polymerase kappa activity; Q9UBT6; purified Pol kappa, fluorescent DNA synthesis assay, 10 min; Potency, µM (titrated, usually from 107 µM), inactives show top-dose activity, negative = inhibition, most hits filed as inhibitors; 0.53% of 400,000 active; AID 588579; also: potency is read from the fitted curve at half-maximal effect; % is scaled to controls: 0 for no effect and ±100 for the full control effect
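10 nM Pol kappa preincubated 15 min at room temperature with compounds, then reaction started with substrate at 50 nM final. Fluorescence read kinetically at 0 and 10 min; buffer-only wells served as negative control.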
APEX1 inh = APE1 (human) endonuclease inhibition; P27695; recombinant APE1, TAMRA/BHQ-2 abasic DNA cleavage fluorescence; Potency, µM (series often up to 65.8 µM), inactives show at the top dose activity change, negative = inhibition, actives largely listed as inhibitors; 0.35% of 350,000 active; AID 2517;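 also: potency is read from the fitted curve at half-maximal effect; plate controls were vehicle for no effect and reference inhibitor for full effect; nearly all actives have a fitted effect of over 55% in size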
Target sequence (P27695 whole entry, looked up): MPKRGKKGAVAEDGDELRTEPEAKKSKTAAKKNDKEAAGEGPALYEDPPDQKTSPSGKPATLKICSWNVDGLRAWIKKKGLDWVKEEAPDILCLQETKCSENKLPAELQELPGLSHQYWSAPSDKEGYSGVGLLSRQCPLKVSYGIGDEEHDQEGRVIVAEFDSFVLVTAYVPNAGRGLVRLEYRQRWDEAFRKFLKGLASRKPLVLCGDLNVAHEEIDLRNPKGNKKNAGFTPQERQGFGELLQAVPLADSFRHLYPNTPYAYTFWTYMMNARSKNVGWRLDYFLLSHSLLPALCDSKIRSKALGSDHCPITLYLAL
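Measures dequenching upon AP-site incision of a 5'-TAMRA/3'-BHQ-2 THF-containing duplex, 50 nM; human APE1 0.75 nM after 15 min room-temperature exposure to compound; kinetic three-point read at one-minute spacing.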
POLB inh = blocks human DNA polymerase beta activity; P06746; Potency, µM (top dose mostly 114 µM), inactives show at the highest dose activity change, negative = inhibition, actives largely listed as inhibitors; Pol beta primer extension/strand displacement, fluorescence kinetic; 1.3% of 340,000 active; also: potency is read from the fitted curve at half-maximal effect; % is scaled to controls: 0 for no effect and ±100 for the full control effect
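Pol beta (10 nM) and compounds were preincubated 15 min at room temperature, then 50 nM substrate (final) started primer extension/strand displacement. Reads were taken at 0 and 10 min; concentration-response data were fitted to a four-parameter Hill equation.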
ERG Ets-DNA blk = inhibitors of human ERG Ets domain-DNA interaction. fluorescence polarization, His-ERG Ets domain / labelled DNA. P11308. AID 624246. Potency, µM (series often up to 76.9 µM), without a hit: at the highest dose FP activity, negative = inhibition, hits mostly inhibitors. 0.028% of 370,000 active; active = well fitted inhibition curve with a large enough effect in the polarisation, with a control signal flat; inconclusive = small, poorly fitted or top-dose-only effect, or effect the other way, or a change in a side signal; inactive = no such curve, though single readings can be large or run the other way; the % refers to the polarisation;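 also: polarization taken with two DNA probes labelled with fluorescein and Texas red; potency is read from the fitted curve at half-maximal effect; % of control where 0% means no effect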
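His-tagged ERG Ets domain (1 uM in the protein solution; 300mM KCl, 50mM Tris-HCl, 1mM EDTA, 1mM DTT, pH 7.5) received compound, then a probe mix of 5 nM fluorescein-DNA and 100nM Texas-615-DNA. Fluorescence polarization was read for both dyes.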
RGS4 inh = human RGS4 inhibition; Potency, µM (titrated, usually from 114 µM), inactives show at the highest dose activity change, negative = inhibition, usual class: inhibitors; AID 504845; Transcreener GDP fluorescence polarization, RGS4-accelerated GTP hydrolysis; P49798; 0.039% of 390,000 active; also: potency is read from the fitted curve at half-maximal effect; % is scaled to controls: 0 for no effect and ±100 for the full control effect; nearly all actives have a fitted effect of over 75% in size; some results filed as inactive show a strong effect at the top dose
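MLSMR compounds (23 nl, pin-transferred) preincubated 10 min at room temperature with a 500nM (2x) first reagent, then RGS4 at 900nM (2x) plus Transcreener GDP mix added; fluorescence polarization (620/688 nm) read before and after 90 min at 30 °C.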
Apoferritin bind = binds horse apoferritin like a general anesthetic | P02791 | apoferritin/1-aminoanthracene competitive binding, fluorescence | Potency, µM (titrated, usually from 77.5 µM), for inactives: at the highest dose activity change, negative = displacement, usual class: inhibitors | 0.074% of 350,000 active; also: potency is read from the fitted curve at half-maximal effect; % is scaled to controls: 0 for no effect and ±100 for the full control effect; nearly all actives have a fitted effect of over 20% in size
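In PBS, apoferritin at 10 uM is loaded with 1-AMA from a 50% saturated solution. After 10 min of compound exposure at ambient temperature, reduced 535 nm fluorescence indicates probe displacement.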
The depositor's hits bear a star; i = inactive; ? = inconclusive; . = no result given; & = joins results of further samples; [ ] = another dose, or the depositor's remark. Unless noted, calls follow the shape of the dose curve; as a rule, active = well fitted curve in the direction sought with a large enough effect; inconclusive = small, poorly fitted or top-dose-only effect, or another doubt; inactive = no such curve, though single readings can be large; an effect the other way counts as inactive or inconclusive. These rows are one share of the data; rates above refer to the full screens.

Sample of the layout (7 entries):
nr | smiles | LDHA inh | 12-LOX inh | POLH inh | Pol kappa inh | APEX1 inh | POLB inh | ERG Ets-DNA blk | RGS4 inh | Apoferritin bind
1 | CCn1c(O)c(C=Nc2ccccc2)sc1=S | -2 | ? | -16% | 0% | ? | -16% | 3% | 1% | -11%
2 | Nc1c(S(=O)(=O)c2ccccc2)csc1C(=O)O | -3 | -14% | -11% | -2% | -6% | -6% | -5% | -15% | -5%
3 | COc1ccc(CCN2C(=O)CSC2c2cccc([N+](=O)[O-])c2)cc1OC (stereo not given) | -1 | -1% | -12% | 11% | 12% | 15% | 0% | 14% | -7%
4 | CN1CCN(c2sc(S(C)(=O)=O)nc2S(=O)(=O)c2ccc(Cl)cc2)CC1 | -4 | -2% | -11% | 9% | 23% | 11% | -10% | -18%[56.9 µM] | -4%
5 | COc1ccc(-c2cc(C(F)(F)F)nc(SCC(=O)N3CCCCC3C)n2)cc1OC (stereo not given) | -4 | -15% | -16% | 5% | . | -15% | -6% | 4% | -11%
6 | CC(C)(C)c1ncc(S(=O)(=O)c2ccc(C(F)(F)F)cn2)c(N)n1 | -2 | -8% | 1% | -11% | 2% | -3% | 13% | -5% | -6%
7 | Cn1cccc1Cc1nnc(SCC(=O)NCc2ccc3c(c2)OCO3)n1CCc1ccccc1 | -6 | -9% | -21% | -9% | -3% | ? | -12% | -23% | -2%

The whole of this part, repeating the preview:
nr | smiles | LDHA inh | 12-LOX inh | POLH inh | Pol kappa inh | APEX1 inh | POLB inh | ERG Ets-DNA blk | RGS4 inh | Apoferritin bind
1 | CCn1c(O)c(C=Nc2ccccc2)sc1=S | -2 | ? | -16% | 0% | ? | -16% | 3% | 1% | -11%
2 | Nc1c(S(=O)(=O)c2ccccc2)csc1C(=O)O | -3 | -14% | -11% | -2% | -6% | -6% | -5% | -15% | -5%
3 | COc1ccc(CCN2C(=O)CSC2c2cccc([N+](=O)[O-])c2)cc1OC (stereo not given) | -1 | -1% | -12% | 11% | 12% | 15% | 0% | 14% | -7%
4 | CN1CCN(c2sc(S(C)(=O)=O)nc2S(=O)(=O)c2ccc(Cl)cc2)CC1 | -4 | -2% | -11% | 9% | 23% | 11% | -10% | -18%[56.9 µM] | -4%
5 | COc1ccc(-c2cc(C(F)(F)F)nc(SCC(=O)N3CCCCC3C)n2)cc1OC (stereo not given) | -4 | -15% | -16% | 5% | . | -15% | -6% | 4% | -11%
6 | CC(C)(C)c1ncc(S(=O)(=O)c2ccc(C(F)(F)F)cn2)c(N)n1 | -2 | -8% | 1% | -11% | 2% | -3% | 13% | -5% | -6%
7 | Cn1cccc1Cc1nnc(SCC(=O)NCc2ccc3c(c2)OCO3)n1CCc1ccccc1 | -6 | -9% | -21% | -9% | -3% | ? | -12% | -23% | -2%
8 | CCN(c1ccc(NC(=O)CN2C(=O)NC3(CCOc4ccccc43)C2=O)cc1)C(C)C (stereo not given) | 0 | -2% | ? | -4% | -6% | 0% | 0% | -1% | -24%
9 | CC(C)(C)n1cnc2cc(NC(=O)c3ccco3)ccc21 | -7 | 3% | -5% | -10% | -8% | 25% | 2% | 12% | -1%
10 | CC1(C(=O)Nc2ccccc2)Cc2ccccc2C(=O)O1 (stereo not given) | 1 | -2% | -3% | -6% | 1% | 5% | 5% | 5% | ?

(cont.)
nr | smiles | LDHA inh | 12-LOX inh | POLH inh | Pol kappa inh | APEX1 inh | POLB inh | ERG Ets-DNA blk | RGS4 inh | Apoferritin bind
11 | N#Cc1ccc(-c2cccnc2)nc1SCc1ccc(Cl)cc1Cl | -4 | 0% | -11% | 4% | -8% | 24% | -6% | 0% | -14%
12 | COc1ccc(-n2nc3c(c2NC(=O)C(=O)N2CCN(C)CC2)CSC3)cc1 | -1 | -18% | -11% | -3%[60.1 µM] | . | -19% | 2% | 4% | -13%
13 | CCOc1cc(C)nc(N2CCCC(C(=O)NCc3ccccc3F)C2)n1 (stereo not given) | -6 | 6% | 8% | -6% | 14% | -5% | . | -9% | -9%
14 | CCOCCCn1cc(C(=O)c2cc(Br)ccc2O)cc(C#N)c1=O | 1 | ? | -12% | 3% | -5% | -1% | 16% | -17% | ?
15 | CCOC(=O)CCCCNCc1ccccc1 | -2 | 38%[activator] | -7% | 1% | -6% | 1% | -3% | 14% | -6%
16 | Clc1ccc(SCCOCCN2CCc3ccccc3C2)cc1 | 4 | ? | -21% | -4% | 1% | 17% | 22% | -27% | -11%
17 | Cc1ccc(C)c(NC(=O)CC2Oc3ccccc3NC2=O)c1 (stereo not given) | 0 | 3% | 1% | 15% | -10% | -11% | -3% | -6% | -1%
18 | COc1ccc(C(=O)Cn2c(=N)n(C)c3ccccc32)cc1 | 4 | ? | -10% | 5% | 7% | -1% | 14% | -12% | -7%
19 | O=c1oc2c(-c3cccc(F)c3)cc(O)cc2s1 | 2 | 35µM* | -14% | -5% | 3% | 31% | 3% | -32% | ?
20 | CCOC(=O)C(NC(C)=O)(Nc1cccc(F)c1)C(F)(F)F (stereo not given) | -2 | 0% | -2% | 5% | 2% | ? | -15% | -10% | -14%

The results go on.
nr | smiles | LDHA inh | 12-LOX inh | POLH inh | Pol kappa inh | APEX1 inh | POLB inh | ERG Ets-DNA blk | RGS4 inh | Apoferritin bind
21 | Cc1ccn2cc(-c3cc4ccccc4oc3=O)nc2c1 | -1 | -9% | 3% | 0% | -1% | ? | 2% | -23% | -13%
22 | COC(=O)c1ccc(COc2ccccc2/C=C/C(=O)c2ccc(OCC(=O)O)cc2)cc1 | -3 | -14% | 22µM* | -8% | -85% | 50µM* | -5% | -26% | 1%
23 | CC1CCCCC12NC(=O)N(CC(=O)OCc1cccc(F)c1)C2=O (stereo not given) | -1 | 8% | -15% | -4% | -6% | . | 0% | -18% | .
24 | Cn1cc(S(=O)(=O)N2CCCC2)cc1C(=O)NCc1ccc(Cl)cc1 | -9 | 41%[activator] | -13% | -7% | 3% | 37% | -10% | 18% | -13%
25 | CC(Oc1cccc(Cl)c1)C(=O)NC1CC(C)(C)NC(C)(C)C1 (stereo not given) | -1 | ? | -4% | -5% | 3% | 22% | 18% | 7% | -3%
26 | CCCc1nc2ccc(NC(=O)NCCC(=O)OCC)cc2c(=O)n1Cc1ccc(Cl)cc1 | -2 | -15% | 0% | -14% | -11% | 7% | 4% | 25% | -5%
27 | CSc1ccc(/C=N/N2CCN(Cc3ccc(Cl)cc3)CC2)cc1 | -3 | -10% | -1% | -3% | 4% | 0% | 11% | 46% | 0%
28 | S=C(Nc1ccc(Cl)cc1)N1CCOCC1 | -7 | -2% | 7% | -3% | . | . | 3% | -22% | .
29 | CCOC(=O)C1CCN(c2nc3ccccc3nc2C(C#N)C(=O)OCCOC)CC1 (stereo not given) | -2 | 17% | -14% | -4% | -3% | 24% | 1% | -2% | 9%
30 | CC(=O)c1cccc(NC(=O)C2=CC(c3ccc4c(c3)OCO4)=NS(=O)(=O)N2C)c1 | -2&-5 | -1%&-15% | -3%&-16% | -11%&-29% | -6% | -13%&-11% | 7%&1% | 9%&-4% | 65%&-5%[activator]

Further entries.
nr | smiles | LDHA inh | 12-LOX inh | POLH inh | Pol kappa inh | APEX1 inh | POLB inh | ERG Ets-DNA blk | RGS4 inh | Apoferritin bind
31 | Cc1ccc(N2C(=O)c3cccc4c([N+](=O)[O-])ccc(c34)C2=O)c2cccnc12 | -8 | 0% | 2% | 7% | 8% | -2% | 13% | 7% | 14%
32 | Cc1c(C)c([N+](=O)[O-])c(C)c(C)c1N | -9 | 1% | -3% | -8% | . | . | . | 14% | .
33 | O=C(N/N=C/c1ccccn1)c1sc2ccccc2c1Cl | -3 | i | ? | -33% | -5% | 45µM* | 17% | -1% | -16%
34 | COc1cccc(CNS(=O)(=O)/C=C/c2ccc(OC)c(OC)c2)c1 | -1 | -4% | -16% | 0% | -4% | 4% | -5% | -16% | -15%
35 | COc1ccc(NC(=O)Cn2nnc(C(=O)NCc3ccco3)c2N)c(OC)c1 | 0&-5 | ? | -13%&1% | -12%&-3% | 3% | ? | 10%&2% | ? | 47%[activator]
36 | COc1cc(C(=O)NCC(c2ccccc2)N(C)C)ccc1OCc1c(C)noc1C (stereo not given) | -3 | 316%[activator] | -7% | -3% | 14% | . | -1% | -15% | .
37 | O=C(CCc1nc2ccccc2s1)OCC(=O)c1ccccc1 | -4 | -6% | -2% | -11% | 7% | -2% | -4% | 10% | -12%
38 | Cc1ccccc1C(=O)NCC(=O)N1CCN(c2ccccn2)CC1 | -7 | -2% | 4% | -12% | 20% | . | -3% | 9% | .
39 | O=C(Nc1nnc(C(F)(F)F)s1)c1cccnc1 | 3 | -2% | -6% | -4% | -1% | 14% | -1% | 20% | 6%
40 | O=C(NCCc1nc2ccccc2[nH]1)/C(=C/c1ccco1)NC(=O)c1ccc(Br)o1 | 1 | 17% | -16% | -12% | 0% | 0% | ? | -23% | -16%
41 | O=C(CCC1CCCN(Cc2cccc3c2OCO3)C1)NCc1ccc(F)c(F)c1 (stereo not given) | -5 | -3% | -22% | -1% | 11% | 9% | 1% | -51% | -12%
42 | O=C(NCC(c1ccco1)N1CCc2ccccc2C1)C(=O)Nc1ccccc1 (stereo not given) | 0 | -1% | -11% | -20% | -5% | . | 8% | -6% | .
43 | COc1ccc(CN2CCN(Cc3ccco3)CC2)cc1OC | -34* | -24% | -17% | -3% | -6% | 3% | -1% | -2% | -10%

Bioassay records as filed in PubChem BioAssay.
